Screening results: PubChem, The Scripps Research Institute Molecular Screening Center
LYPLA2 inh – LYPLA2 inhibitors, primary screen, counter-screen for PME1 inhibitor project, biochemical, fluorescence polarization, FP-Rh probe ABPP; Acyl-protein thioesterase 2 (Homo sapiens), O95372; recombinant LYPLA2; inhibition, % at 5.9 µM; hit rate 0.38% among 320,000; AID 2177, 2009;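 active means inhibition above the screen-wide mean plus 3 SD, limit set per campaign, cut at about 26% in these data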;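 further: 0% = LYPLA2 with DMSO and 100% = wells lacking LYPLA2 enzyme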
Target sequence (O95372 whole entry, looked up): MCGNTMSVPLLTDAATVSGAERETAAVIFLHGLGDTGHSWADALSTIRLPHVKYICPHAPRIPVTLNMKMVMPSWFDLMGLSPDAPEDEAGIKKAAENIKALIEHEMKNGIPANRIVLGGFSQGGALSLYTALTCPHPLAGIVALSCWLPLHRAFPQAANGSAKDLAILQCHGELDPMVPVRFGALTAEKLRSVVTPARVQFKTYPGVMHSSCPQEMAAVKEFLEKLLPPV
PREPL inh – PREPL enzyme inhibitors, primary screen, biochemical, fluorescence polarization | hit rate 0.68% among 320,000 | recombinant PREPL, fluorescence polarization activity-based probe | inhibition, % at 5.96 µM | AID 2751, 2010 | Prolyl endopeptidase-like (Homo sapiens), Q4J6C6; in the data active means inhibition above about 43%;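 further: 0% = enzyme with DMSO and 100% = wells lacking enzyme; many of its hits are not listed in these tables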
GSTO1 counter – inhibitors of recombinant GSTO1, primary screen, counter-screen for RBBP9 inhibitor project, biochemical, fluorescence polarization; activity-based probe fluorescence polarization; inhibition, % at 5.96 µM; hit rate 1.1% among 300,000; Glutathione S-transferase omega-1 (Homo sapiens), P78417;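 active means inhibition above the campaign mean inhibition plus 3 SD, cut at about 35% in these data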;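 further: 0% = GSTO1-1 with DMSO and 100% = wells lacking GSTO1-1 enzyme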
Target sequence (P78417 whole entry, looked up): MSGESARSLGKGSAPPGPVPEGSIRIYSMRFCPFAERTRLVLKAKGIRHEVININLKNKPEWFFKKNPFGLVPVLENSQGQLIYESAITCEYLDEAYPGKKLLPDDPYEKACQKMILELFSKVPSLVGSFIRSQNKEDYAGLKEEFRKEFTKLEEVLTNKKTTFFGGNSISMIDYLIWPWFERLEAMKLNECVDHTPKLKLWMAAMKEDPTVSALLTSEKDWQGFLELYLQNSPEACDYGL
LYPLA1 inh – LYPLA1 inhibitors, primary screen, counter-screen for PME1 inhibitor project, biochemical, fluorescence polarization, FP-Rh probe ABPP. recombinant LYPLA1. inhibition, % at 5.9 µM. hit rate 0.16% among 320,000;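 active means inhibition above the mean of all tested compounds plus 3 SD, set per campaign, cut at about 14% in these data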;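 further: inhibitors block serine hydrolase probe labeling of LYPLA1 so polarization falls; 0% = enzyme with DMSO and 100% = wells lacking LYPLA1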
PME-1 primary – PME-1 inhibitors via competitive probe labeling, primary screen, biochemical, fluorescence polarization, FP-Rh probe, HTS | Protein phosphatase methylesterase 1 (Homo sapiens), Q9Y570 | recombinant PME-1 | inhibition, % at 5.9 µM | hit rate 0.53% among 320,000 | AID 2130, 2009;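 active means inhibition above the campaign mean of all compounds plus 3 SD, cut at about 26% in these data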;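 further: competitive labeling of PME-1 active site by serine hydrolase directed probe; 0% = PME-1 with DMSO and 100% = wells lacking PME-1 enzyme; inhibitors block probe labeling so polarization falls and inhibition rises; many of its hits are not listed in these tables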
Target sequence (Q9Y570 whole entry, looked up): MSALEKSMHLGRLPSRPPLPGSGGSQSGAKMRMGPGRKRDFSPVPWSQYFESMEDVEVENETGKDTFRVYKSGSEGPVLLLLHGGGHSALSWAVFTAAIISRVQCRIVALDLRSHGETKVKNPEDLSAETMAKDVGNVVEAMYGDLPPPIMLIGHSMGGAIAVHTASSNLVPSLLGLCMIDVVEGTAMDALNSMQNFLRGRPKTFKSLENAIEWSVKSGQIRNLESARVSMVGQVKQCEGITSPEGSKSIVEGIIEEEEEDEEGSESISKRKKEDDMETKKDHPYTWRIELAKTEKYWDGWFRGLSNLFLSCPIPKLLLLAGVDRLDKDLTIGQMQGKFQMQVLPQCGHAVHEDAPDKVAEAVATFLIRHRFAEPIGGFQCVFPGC
PAFAH1B3 inh – PAFAH1B3 enzyme inhibitors, primary screen, biochemical, fluorescence polarization, human; Platelet-activating factor acetylhydrolase IB subunit alpha1 (Homo sapiens), Q15102; hit rate 0.28% among 340,000; inhibition, % at 3.39 µM; recombinant PAFAH1B3, FP-rhodamine probe;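 active means inhibition above the screen-wide average of all tested compounds plus 3 SD, cut at about 25% in these data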;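 further: 0% = enzyme with DMSO only and 100% = wells lacking PAFAH1B3 protein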
pPAFAH FP inh – pPAFAH enzyme inhibitors, primary screen, biochemical, fluorescence polarization, human; Platelet-activating factor acetylhydrolase (Homo sapiens), Q13093; recombinant pPAFAH, FP-rhodamine probe fluorescence polarization; inhibition, % at 3.39 µM; hit rate 1.5% among 330,000;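 active means inhibition above the mean inhibition across the screen plus 3 SD, cut at about 25% in these data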;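 further: inhibitors block binding of the rhodamine activity-based probe so polarization drops; 0% = enzyme with DMSO and 100% = wells lacking pPAFAH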
PAD4 inh – human PAD4 inhibitors, primary screen, biochemical, fluorescence polarization, 1536-well format | Protein-arginine deiminase type-4 (Homo sapiens), Q9UM07 | recombinant PAD4, RCA probe fluorescence polarization | inhibition, % at 6.36 µM | hit rate 0.41% among 330,000 | AID 485272, 2010;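 active means percent inhibition above a cutoff equal to the mean of all tested compounds plus 3 SD, cut at about 15% in these data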;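 further: 0% = PAD4 with RCA probe and DMSO and 100% = probe without PAD4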
PAFAH1B2 FP inh – PAFAH1B2 enzyme inhibitors, primary screen, biochemical, fluorescence polarization, human; recombinant PAFAH1B2, FP-rhodamine activity probe; inhibition, % at 3.39 µM; hit rate 1.2% among 340,000;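 active means inhibition above the mean of all tested compounds plus 3 SD, cut at about 24% in these data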;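 further: 0% = enzyme with DMSO and 100% = wells lacking PAFAH1B2; many of its hits are not listed in these tables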
Target sequence (P68402 whole entry, looked up): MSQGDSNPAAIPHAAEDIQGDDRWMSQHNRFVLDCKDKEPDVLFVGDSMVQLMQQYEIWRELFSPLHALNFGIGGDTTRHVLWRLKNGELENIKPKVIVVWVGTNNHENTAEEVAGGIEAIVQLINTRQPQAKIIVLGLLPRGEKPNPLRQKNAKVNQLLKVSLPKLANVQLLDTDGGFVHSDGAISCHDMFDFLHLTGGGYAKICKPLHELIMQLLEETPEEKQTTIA
* = called active by the depositor; / = no result given. This is a subset; the hit share may differ from the screen's.

SMILES	LYPLA2 inh	PREPL inh	GSTO1 counter	LYPLA1 inh	PME-1 primary	PAFAH1B3 inh	pPAFAH FP inh	PAD4 inh	PAFAH1B2 FP inh
O=C1c2cccc3cccc(c23)C(=O)N1/N=C/c1c(O)n(-c2ccccc2)c(=O)[nH]c1=O	8	11	13	5	-2	6	2	-4	-4
COc1ccc(N2C(=O)CC(N3CC=C(c4ccccc4)CC3)C2=O)cc1 (centres undefined)	4	13	2	1	1	4	-7	3	3
CN1C(=O)C(Cc2ccc3c(c2)OCO3)C(=O)N(C)C1=O	7	7	41*	4	6	/	3	-2	/
O=c1[nH]c(=S)[nH]c(O)c1N=Nc1ccc(S(=O)(=O)N2CCc3ccccc32)cc1	-5	24	-10	-1	36*	7	24	-9	18
CCCCN(Cc1ccccc1)C1CCN(CCc2ccccc2)CC1	-4	12	3	-6	-3	11	-1	0	-3
CN(CCc1ccccc1)Cc1ccccc1[N+](=O)[O-]	5	4	9	-3	-4	6	2	2	3
CCC(C)n1c(C)cc(C(N)=O)c1C (centres undefined)	6	-3	7	1	-8	15	1	-2	2
COc1ccc(CCn2c(O)c(C=Nc3ccccc3F)c(=O)[nH]c2=O)cc1OC	1	1	-7	-2	2	-2	6	-2	3
O=c1c2cc(Br)ccc2[nH]c(=S)n1-c1ccccc1	-1	3	7	-3	-4	13	-2	1	0
Nc1ccc2cc(Br)ccc2c1	6	28	9	2	12	3	8	-1	54*
COC(=O)C1=C(c2ccc(F)cc2OCc2ccccc2)C[C@@H]2CC[C@H]1N2C(=O)NC(C)C	6	13	/	-1	0	-3	-1	4	11
CC(Cc1ccccc1)[n+]1cc(/N=C(\N)[O-])on1 (centres undefined)	3	13	2	1	3	-3	-1	0	6
c1ccc2c(CCNC3CCCCC3)c[nH]c2c1	-3	-18	-6	-3	-8	10	-1	-2	-2
C1CC2NCCC3NCCC(N1)N32 (centres undefined)	-1	2	2	3	-1	6	3	2	11
Cc1ccsc1C(=O)C1CCCN(Cc2cccn2-c2ccccn2)C1 (centres undefined)	-2	24	3	1	2	3	2	0	5
O=C1CSC2(CN3CCC2CC3)N1 (centres undefined)	1	11	3	0	0	0	0	-8	5
O/N=C/c1c[nH]c2ccccc12	2	-4	1	-1	-4	5	5	-2	9
Cn1c(O)c(C=NC2CCN(Cc3ccccc3)CC2)c(=O)[nH]c1=O	-1	-8	-4	1	-1	9	-3	-1	4
CNC(C(=O)c1ccccc1)C(OC)c1ccc(C)cc1 (centres undefined)	-1	1	3	0	1	6	3	-1	2
CCCCn1c(=O)c(C(=O)NCc2ccco2)c(O)c2ccccc21	-11	-3	-4	-5	-9	-1	1	1	7
CCN1CCN(c2ccc(N)cc2)CC1	1	15	-2	-1	11	12	-2	-5	4
CCCCn1c(=O)c(C=Nc2ccc(Cl)cc2)c(O)n(Cc2ccco2)c1=O	-5	0	-1	-7	-4	-21	4	0	-9
Cc1ccc(-c2nc3ccccc3c(=O)n2-c2ncccc2C)cc1	-6	16	0	0	0	3	-1	3	0
O=[N+]([O-])c1ccc(N2CCOCC2)c2cccnc12	-2	1	13	-3	0	8	2	-4	6
O=C(c1ccc(Cl)cc1)C1CCCN(Cc2cccc3cnccc23)C1 (centres undefined)	5	-39	4	-1	-2	-1	-3	0	2
CCOP(=O)(OCC)C1(O)C(=O)Nc2ccccc21 (centres undefined)	-2	-5	8	-3	-4	9	3	-4	1
O=S(=O)(c1ccccc1)N1CN2CCN(C2)C1	7	-1	-1	5	-2	-3	5	3	6
Cc1cccn2c(=O)c3c(nc12)N1CCCCC1C1(C3)C(=O)N(C)C(=O)N(C)C1=O (centres undefined)	-2	0	-7	-1	-1	/	1	3	/
COC(=O)C1=C(c2ccc(OC)c(OC)c2)C[C@@H]2CC[C@H]1N2C(=O)NCCOc1ccccc1Cl	1	20	/	0	-3	-7	3	-2	9
CC(=NCCc1c[nH]c2ccccc12)c1c(O)n(Cc2ccccc2)c(=O)[nH]c1=O	31*	43*	-6	-2	5	2	3	1	5
COc1ccc(CCNC2CCCCC2)cc1OC	4	8	1	5	3	0	11	-3	6
CC(N)Cc1c[nH]c2c1ccc1ccccc12 (centres undefined)	2	-34	10	-1	-4	4	3	1	8
CC(C)C12CN3CCN(CC(C3)C1O)C2 (centres undefined)	2	0	-1	-1	6	8	5	-5	0
COC(=O)C1=C(c2ccccc2OCc2ccccc2)C[C@@H]2CC[C@H]1N2C(=O)NC1CCN(Cc2ccccc2)CC1	-2	41	/	0	2	-8	-9	2	5
CCOC(=O)C1CCN(/C=C2\C(=O)NC(=S)N(CC)C2=O)CC1	-4	4	4	2	0	3	-2	6	-1
CN1C(=O)C(=Cc2cn(CC(=O)N3CCCC3)c3ccccc23)C(=O)N(C)C1=O	-4	-11	11	-8	1	2	9	-3	6

In the list so far, these have a furan ring, fused or not.
SMILES	LYPLA2 inh	PREPL inh	GSTO1 counter	LYPLA1 inh	PME-1 primary	PAFAH1B3 inh	pPAFAH FP inh	PAD4 inh	PAFAH1B2 FP inh
CCCCn1c(=O)c(C(=O)NCc2ccco2)c(O)c2ccccc21	-11	-3	-4	-5	-9	-1	1	1	7
CCCCn1c(=O)c(C=Nc2ccc(Cl)cc2)c(O)n(Cc2ccco2)c1=O	-5	0	-1	-7	-4	-21	4	0	-9

Going on with the list:
SMILES	LYPLA2 inh	PREPL inh	GSTO1 counter	LYPLA1 inh	PME-1 primary	PAFAH1B3 inh	pPAFAH FP inh	PAD4 inh	PAFAH1B2 FP inh
COc1ccc(C2NCc3ccc4c(c3-n3cccc32)OCO4)cc1O (centres undefined)	1	-5	6	-4	-3	/	-5	-2	/
Cn1cc(C(=O)OCC(=O)NC2CCCC2)c2ccccc21	-1	1	/	-3	5	0	5	-1	-2
COC(=O)C1=C(c2ccc(F)cc2OCc2ccccc2)C[C@@H]2CC[C@H]1N2C(=O)N1CCC(O)CC1	8	13	/	3	-1	4	6	0	4
CC(=O)N1N=C2C3CCN(CC3)C2C1c1ccc(C)cc1 (centres undefined)	-1	5	-2	-3	-2	-1	-2	3	-1
COc1cc(OC)c(OC)cc1/C=C1/C(=O)NC(=O)N(Cc2ccccc2)C1=O	3	-4	14	-3	-2	15	5	-8	5
CCN(CC)c1ccc(/C=C2\C(=O)NC(=O)N(Cc3ccco3)C2=O)cc1	-10	-7	12	-3	-10	-11	6	-7	-6
CCOP(=O)(OCC)C(O)c1ccc(OC)c(OC)c1 (centres undefined)	3	32	0	3	1	-2	4	0	1
C1=C(c2ccccc2)CCNC1	-3	3	9	1	-1	5	5	3	5
O=c1[nH]c(=S)n(C2CC2)c(O)c1C=Nc1cccc(C(F)(F)F)c1	-10	-5	-1	-4	-11	-16	-3	-4	-14
CC1OC(NCCc2ccccc2)C(O)C(O)C1O (centres undefined)	-3	1	-3	-1	0	4	4	0	2
O=c1[nH]c(=O)n(-c2cccc(Cl)c2)c(O)c1C=NCCN1CCCCC1	-3	15	-5	-4	0	-2	1	-2	-1
C(=NC12CN3CN(CN(C3)C1)C2)c1cccs1	-2	16	4	-4	1	2	1	2	9
COC(=O)C1=C(c2ccc(OC)c(OC)c2)C[C@@H]2CC[C@H]1N2C(=O)NCc1cc(C)oc1C(F)(F)F	1	3	/	-1	-5	10	3	-2	4
CC(C)c1ccc(-n2c(O)c(C=NCCN3CCNCC3)c(=O)[nH]c2=S)cc1	-3	-3	2	-4	4	16	10	-1	6
COc1ccc(-n2c(O)c(C(C)=NCC3CCCO3)c(=O)[nH]c2=O)cc1 (centres undefined)	0	1	7	-1	3	1	2	0	3
CC12CN3CC(C)(CN(C1)C3c1ccco1)C2=O (centres undefined)	4	-1	0	2	-3	4	4	3	0
CN1CCc2nc3sc(C(=O)NC(C)(C)C)c(N)c3cc2C1	-3	20	1	-5	3	-2	7	2	-5
O=P(O)(O)/C=C(\Cl)c1ccccc1	-5	-3	-3	0	-5	-5	4	1	3
CC(=NCc1ccco1)c1c(O)n(-c2ccc(Cl)cc2)c(=O)[nH]c1=O	2	1	-1	0	0	11	0	-2	6
CCCCCCn1c(O)c(C=NCCN2CCOCC2)c(=O)[nH]c1=O	4	-4	9	4	3	-1	1	1	3
COc1ccc(OCC(=O)N2CCCC(N3CCN(c4ccccc4C)CC3)C2)cc1 (centres undefined)	5	24	-1	2	2	-2	3	-1	-3
O/N=C1\CCC2CN(C3CCCCC3)CC2C1 (centres undefined)	-11	-8	-4	-1	-2	3	-5	-4	-2
CC(=O)Nc1ccccc1C(=O)OCc1ccc(C(=O)c2ccccc2)cc1	3	-5	-4	1	1	10	10	2	1
C=CCn1c(O)c(C(CC)=Nc2ccc3c(c2)CCC3)c(=O)[nH]c1=O	2	17	4	1	-3	5	1	4	8
O/N=C1/C(=C\c2ccccc2)N2CCC1CC2	4	6	8	-1	-3	19	-2	1	4
O=c1[nH]c(O)c(/C=C2\C=NN=C2c2ccccc2)c(=O)[nH]1	5	1	-1	2	7	3	3	-1	7
COc1ccc(S(=O)(=O)N2CC3CC(C2)c2cccc(=O)n2C3)cc1 (centres undefined)	-2	-7	-1	-2	-7	4	2	1	0
CCOc1cc2c(cc1OCC)-n1cccc1C(c1cccc([N+](=O)[O-])c1)NC2 (centres undefined)	-9	33	-2	-3	-8	5	-4	-4	5
COc1ccc(NC(=O)c2cc([N+](=O)[O-])ccc2N2CCNCC2)cc1	1	8	7	3	2	0	-2	-2	1
C[C@]12CCC3[C@@H](CC[C@H]4C[C@@H](O)CC[C@]34C)C1CCC2=O (some centres undefined)	3	7	1	3	-26	-4	3	3	5
O=C(O)c1cccc(NC(=O)N2C[C@H]3C[C@@H](C2)c2cccc(=O)n2C3)c1	2	-6	1	1	-7	4	3	-5	4
COc1ccc(CCNCc2cccn2C)cc1OC	-1	-4	-2	-4	-15	2	-4	-3	-1
O=c1c2ccccc2nc(-c2ccccc2)n1-n1cccc1	9	7	8	1	2	3	6	-5	-1
COC(=O)[C@@H](N)CCCN=C(N)N[N+](=O)[O-]	2	0	-4	-2	3	0	9	1	-1
O=c1c2ccccc2nc(CSc2ncnc3nc[nH]c23)n1-c1ccccc1	0	-9	0	-1	3	-2	0	-2	-4
COCCCNC(=O)c1c(N)n(Cc2ccco2)c2nc3ccccc3nc12	-7	21	5	-3	-12	/	12	-10	/
O=P1(NCCCl)OCCCN1CCCl (centres undefined)	-1	5	7	1	-2	7	-4	-1	-1
Cn1c(O)c(C=NCCN2CCNCC2)c(=O)[nH]c1=O	-6	1	5	0	6	/	-1	4	/
Cc1cccc(C)c1OP(N)(=O)OCC(F)(F)F (centres undefined)	2	-5	2	1	-1	10	2	-3	2
CC1C2Cc3ccc(O)cc3[C@]1(C)CCN2CCc1ccccc1 (some centres undefined)	/	-2	/	/	/	1	-1	-4	3
FC(F)(F)c1cccc(C2NCc3ccccc3-n3cccc32)c1 (centres undefined)	10	7	-4	-2	-1	3	11	3	6
CN1C(=O)NC(=O)C(C)(C2=CCCCC2)C1=O (centres undefined)	-3	7	10	0	-1	11	3	2	0
